Source: PubChem BioAssay (National Center for Advancing Translational Sciences (NCATS))
RXFP1 antag – antagonists of human relaxin receptor RXFP1; AID 1259400; HEK293-RXFP1, relaxin-stimulated cAMP HTRF, 30 min; hits give low values; activity change, negative = inhibition, % at 57.5 µM; hit rate 0.59% among 350,000;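 active means activity change of -60% or lower, but not beyond a set lower limit; inconclusive means change between -60% and -40%, or beyond the set limit; inactive means change above -40%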; further: on the % scale 0 is the no-effect control and ±100 the full control effect
RXFP1 ag – agonists of human relaxin receptor RXFP1; HEK293T-RXFP1 cAMP TR-FRET, 30 min; response scale: percent of porcine relaxin response, buffer zero; Potency, µM (series often up to 57.5 µM), without a hit: at the highest dose activation, most hits filed as activators; hit rate 0.3% among 370,000; further: potency means the concentration at half of the fitted maximal effect; on the % scale 0 is the no-effect control and ±100 the full control effect; nearly all actives have a fitted effect of over 60% in size; many of its hits are not listed in these tables
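Agonist response is measured as cAMP accumulation in an RXFP1-transfected HEK293T line under PDE4 inhibition. Values are scaled between buffer-only and 29 nM porcine relaxin, and EC50s come from standard Hill equation fits.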
D1 agonist – human D1 receptor agonism; activation, % at 2 µM; P21728; HEK293 T-REx D1 cells, calcium flux, agonist mode; hit rate 1% among 360,000; in the data active means activation above about 30%; further: 0% is about no effect
Target sequence (P21728 whole entry, looked up): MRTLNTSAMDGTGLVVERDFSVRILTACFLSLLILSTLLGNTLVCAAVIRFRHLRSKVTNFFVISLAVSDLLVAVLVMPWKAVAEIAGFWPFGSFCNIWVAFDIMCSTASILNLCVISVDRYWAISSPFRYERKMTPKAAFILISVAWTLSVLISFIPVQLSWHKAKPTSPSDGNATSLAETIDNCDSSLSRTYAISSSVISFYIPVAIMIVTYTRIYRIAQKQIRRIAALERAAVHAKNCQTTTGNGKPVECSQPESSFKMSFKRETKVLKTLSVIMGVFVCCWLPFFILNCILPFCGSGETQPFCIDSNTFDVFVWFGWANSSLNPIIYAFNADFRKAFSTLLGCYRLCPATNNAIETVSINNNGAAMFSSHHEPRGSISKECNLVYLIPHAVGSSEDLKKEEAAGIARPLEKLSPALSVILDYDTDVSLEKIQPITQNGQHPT
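Tetracycline-induced HEK293 TREx D1 cells, force-coupled to calcium signalling, were dye-loaded with a no-wash calcium kit. Compound was pin-added after a 10 s baseline. Fluorescence was read kinetically at 1 cycle/s for 180 s, with calcium rises flagged as agonism.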
D1 potentiator – human D1 dopamine receptor positive modulation; P21728; HEK293 TREx D1 cells, calcium flux, dopamine EC20 potentiation; potentiation, % at 10 µM; hit rate 0.036% among 360,000; AID 504651; in the data active means potentiation above about 30%; further: 0% is about no effect
D1 antagonist – blocks dopamine activation of the human D1 receptor | HEK293 TREx D1 cells, calcium flux, dopamine EC80; hits give low values | activity change, negative = inhibition, % at 10 µM | hit rate 3.2% among 360,000 | AID 504652; in the data active means activity change below about -30%; further: on the % scale 0 is the no-effect control and ±100 the full control effect
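HEK293 T-REx cells expressing inducible, force-coupled D1 receptor; no-wash Ca dye, 30–90 min RT. Cmpd → 180 s read at 1 Hz → EC80 DA → 180 s read.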
Vif-APOBEC3F blk – blocks the Vif interaction with APOBEC3F | AID 602313 | hit rate 0.2% among 390,000 | Potency, µM (series often up to 46.1 µM), for inactives: at the highest dose activity, negative = active | HeLa A3F-eYFP + Vif (tagged APOBEC3F with the HIV-1 protein that degrades it), YFP fluorescence increase; further: potency means the concentration at half of the fitted maximal effect; % of control where 0% means no effect; nearly all actives have a fitted effect of over 65% in size
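HeLa cells stably expressing Vif plus C-terminally eYFP-tagged A3F were seeded, incubated overnight at 37 deg C, dosed with compound, incubated overnight again at 37 deg C. Yellow fluorescence (Ex 488/Em 500-530) reported blocked Vif-mediated A3F-eYFP degradation.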
D2 potentiator – positively modulates the human D2 dopamine receptor allosterically; P14416; HEK293 T-REx D2, calcium flux, EC20 dopamine potentiation; potentiation, % at 10 µM; hit rate 0.34% among 340,000; AID 485347;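 active means potentiation over 3 SD above the plate norm, cut at about 30% in these data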; further: 0% is about no effect
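Primary screen. Calcium kinetics in induced HEK293 T-REx D2 cells: compound pre-addition 180 s, EC20 dopamine, 180 s more.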
Vif-APOBEC3G blk – Vif-A3G binding inhibition | HeLa A3G-eYFP + Vif (tagged APOBEC3G with the HIV-1 protein that degrades it), YFP fluorescence, overnight | Potency, µM (titrated, usually from 46.1 µM), for inactives: at the highest dose activity, negative = active, most hits filed as inhibitors | hit rate 0.076% among 410,000 | AID 602310;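 further: potency means the concentration at half of the fitted maximal effect; on the % scale 0 is the no-effect control and ±100 the full control effect; nearly all actives have a fitted effect of over 60% in size; hits raise eYFP signal because A3G escapes Vif-driven loss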
Target sequence (Q9HC16 whole entry, looked up): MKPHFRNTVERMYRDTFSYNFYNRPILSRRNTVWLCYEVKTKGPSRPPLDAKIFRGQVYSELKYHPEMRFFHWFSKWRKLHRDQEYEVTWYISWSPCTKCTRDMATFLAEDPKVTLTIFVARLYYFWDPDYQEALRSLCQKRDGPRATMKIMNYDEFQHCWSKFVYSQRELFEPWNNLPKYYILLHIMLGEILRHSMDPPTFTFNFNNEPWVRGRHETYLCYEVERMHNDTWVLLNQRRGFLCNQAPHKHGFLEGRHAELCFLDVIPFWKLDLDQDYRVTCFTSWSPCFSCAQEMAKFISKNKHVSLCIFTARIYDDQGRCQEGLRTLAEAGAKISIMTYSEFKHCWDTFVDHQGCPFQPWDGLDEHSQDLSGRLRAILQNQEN
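HeLa cells stably expressing Vif and C-terminally eYFP-tagged A3G, seeded overnight at 37 deg C, then exposed to compound by pintool overnight at 37 deg C. Rise in yellow fluorescence (Ex 488/Em 500-530, Acumen) marks blocked Vif-driven A3G degradation.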
Glioma ERSR ind – inducers of ER stress response in human glioma cells. U87-MG GRP78 promoter luciferase reporter, 16 h. Potency, µM, inactives show at the top dose activation, actives largely listed as activators. hit rate 0.02% among 420,000. AID 602332; further: potency means the concentration at half of the fitted maximal effect; series mostly up to about 76 µM; % of control where 0% means no effect; nearly all actives have a fitted effect of over 35% in size
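Stably transfected U87-MG glioma cells carrying a GRP78-based luciferase sensor; 16 h compound incubation. Luminescence end-point read 10 min after Bright-Glo addition at room temperature.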
Active calls of the source: *; ? = inconclusive; . = no result given; & = joins results of further samples. Unless noted, the call rests on the fitted dose curve; in most records, active means well fitted curve in the direction sought with a large enough effect; inconclusive means small, poorly fitted or top-dose-only effect, or another doubt; inactive means no such curve, though single readings can be large; an effect the other way counts as inactive or inconclusive. These rows are one share of the data; the hit share may differ from the screen's.

Value order: RXFP1 antag | RXFP1 ag | D1 agonist | D1 potentiator | D1 antagonist | Vif-APOBEC3F blk | D2 potentiator | Vif-APOBEC3G blk | Glioma ERSR ind
- COc1ccc(N=C2SC(C(N)=O)CC(=O)N2Cc2ccc3c(c2)OCO3)cc1 (stereo not drawn)
    -4 | 0.1% | 3 | 2 | -11 | -7% | 10 | -1% | -2%
- O=C(Nc1cccc(Cl)c1Cl)c1ccc(-c2ccccc2)cc1
    . | 10% | 12 | 4 | 9 | 2% | 2 | -13% | -2%
- Cc1cc(C)nc(OC(C(=O)O)C(OCc2ccccc2)(c2ccccc2)c2ccccc2)n1 (stereo not drawn)
    -1 | -0.2% | 1 | 5 | 1 | -2% | 2 | -8% | -1%
- S=C(Nc1ccccc1Cl)NC1CCC(NC(=S)Nc2ccccc2Cl)CC1 (stereo not drawn)
    0 | 2.9% | 1 | -5 | 15 | 13% | 5 | 1% | -4%
- CCc1nnc(NC(=O)CSc2nc(N)c(NC(=O)c3ccc(OC)cc3)c(=O)[nH]2)s1
    -9 | -0.9% | 2 | -4 | 14 | -6% | 6 | -1% | -2%
- Cc1ccc(CN(C)C(=O)CN2C(=O)NC(c3ccccc3)(c3ccccc3)C2=O)c(C)c1
    1 | -0.7% | 1 | -9 | -22 | -1% | -6 | 1% | -9%
- Cc1nc(NCCc2ccccc2)c2nnn(Cc3ccccc3Cl)c2n1
    -5 | 3.5% | 7 | 4 | -5 | -4% | -16 | -8% | -4%
- COc1ccc(NC(=O)c2cc3c(=O)n(C)c4ccccc4c3s2)cc1Cl
    1 | 1.4% | 1 | 4 | -68* | -8% | 17 | 6% | -2%
- NS(=O)(=O)c1ccc(NC(=S)N2CCN(S(=O)(=O)c3ccc(F)cc3)CC2)cc1
    . | 0.8% | 7 | 4 | 12 | . | -3 | . | .
- CCCOC(=O)c1ccc(NC(=O)c2cc(OC)c(OC)c(OC)c2Br)cc1
    -1 | -0.7% | 1 | -6 | -36* | ? | -3 | 1% | -1%
- COc1ccc(OC)c(NC(=O)CCCc2ccccc2)c1
    2 | 0.5% | 3 | -4 | 9 | 3% | 1 | 1% | 2%
- Cc1ccc(C(=O)NCC(=O)Nc2ccncc2)cc1
    -2 | 2.3% | 0 | 2 | 2 | -1% | -4 | 3% | -3%
- C/C(=N\Nc1nc2ccccc2s1)c1cccs1
    -28 | -0.8% | 2 | -2 | 2 | 6% | -4 | -7% | -8%
- O=c1[nH]nc(-c2ccc(NCCCO)c([N+](=O)[O-])c2)c2ccccc12
    -1 | 4.7% | 0 | -2 | -12 | -2% | -1 | -6% | 0%
- O=C(NCCCn1ccnc1)C(=O)NCC1OCCN1S(=O)(=O)c1ccccc1 (stereo not drawn)
    -2 | -0.1% | -2 | -1 | -9 | 1% | 13 | 1% | -3%
- CCOCC(=O)Nc1ccccc1C(=O)O
    -14 | 1.7% | 0 | -2 | 11 | -4% | 14 | -4% | -2%
- C#CCNC(=O)C1=C[C@@H](c2coc3ccccc3c2=O)C[C@@H](OCCCCO)O1
    . | 3.1% | 2 | -4 | -11 | 1% | 4 | 1% | -5%
- CCCN1CCN(CCNC(=O)Nc2cc(C)ccc2C)CC1
    14 | -0.6% | 2 | -4 | -18 | 8% | 7 | 2% | -4%
- CSc1ncccc1C(=O)OCC(=O)NC1CCC(C)CC1 (stereo not drawn)
    1 | 0.5% | 1 | 1 | -5 | 4% | 8 | 0% | -2%
- O=S(=O)(Nc1ncccn1)c1ccc(Nc2ncnc3ccccc23)cc1
    2 | 3.7% | 6 | -3 | 16 | -12% | -6 | 1% | 0%
- O=C(CSc1ccc(-c2ccccc2)nn1)c1ccccc1
    -3 | 2.2% | 3 | -3 | -8 | 8% | 0 | -35% | 4%
- CCOC(=O)N1CCN(S(=O)(=O)CCNC(=O)c2ccc(F)cc2)CC1
    -9 | -1.0% | 0 | -1 | 15 | 3% | 6 | 2% | -2%
- CSc1nnc2ccc(-c3cccs3)nn12
    12 | 13% | -1 | 4 | 2 | -21% | 1 | 2% | 5%
- S=C(NCc1ccc2c(c1)OCO2)NCc1ccc2c(c1)OCO2
    -11 | 2.1% | 13 | 5 | 10 | ? | 4 | 3% | -5%
- O=C(CCc1nnc(CCCCc2ccccc2)o1)NCCCc1cccnc1
    -17 | 1.7% | 1 | 6 | 3 | 11% | 24 | 2% | 1%
- CC1=C(C(=O)OCc2ccccc2)C(c2ccc(C)cc2)NC(=O)N1 (stereo not drawn)
    -7 | . | . | . | . | -10% | . | 1% | 1%
- Fc1ccc(-n2[nH]nnc2=S)cc1N1CCCC1
    -6 | 1.2% | 1 | 2 | -16 | 1% | -8 | 1% | -2%
- CCC(C)Nc1nc2ccccc2n2c(C)nnc12 (stereo not drawn)
    -3 | 24% | 3 | -3 | -8 | -6% | -15 | -1% | -6%
- CN(C(=O)c1cccc(Br)c1)C1CCS(=O)(=O)C1 (stereo not drawn)
    -4 | -0.4% | 1 | -6 | -13 | 4% | -4 | -2% | -2%
- Cc1ccc(NC(=O)c2ccccc2F)cc1S(=O)(=O)N1CCCCCC1
    5 | 2.4% | 6 | -5 | -10 | 2% | -3 | -4% | -5%
- Cc1ccc(N2C(=O)[C@@H]3[C@H](C2=O)C2c4ccccc4C=NN2[C@@H]3C(=O)c2ccc(Cl)cc2)cc1 (stereo partly drawn)
    -7 | 3.1% | 21 | -8 | 2 | -7% | 11 | -6% | -4%
- O=C(c1cccc(S(=O)(=O)N2CCOCC2)c1)N(Cc1ccc(F)cc1)Cc1ccco1
    0 | 0.9% | 4 | 2 | -13 | -1% | -5 | 8% | -3%
- CCN1C(=O)C2(C(C#N)=C(N)Oc3n[nH]c(-c4ccc(Cl)cc4)c32)c2ccccc21 (stereo not drawn)
    -8 | 3.0% | 1 | -2 | . | -8% | -2 | -1% | -4%
- O=C(Nc1ccc(C(F)(F)F)cc1)c1ccc(NC(=O)C2CCCO2)cc1 (stereo not drawn)
    -12 | -0.4% | 5 | -5 | -12 | 2% | 8 | 0% | -6%
- c1coc(CNc2nc3nonc3nc2NCc2ccco2)c1
    -8 | -1.2% | 25 | -5 | -30 | -5% | 4 | -1%&0% | -3%&-3%
- Cc1cc(NC(=O)Nc2cccc(Cl)c2)n(C(C)(C)C)n1
    -11 | 0.4% | 1 | 2 | 18 | -17% | 9 | 0% | -4%
- COC(=O)c1ccc(NC(=O)COC(=O)C2CC(=O)N(Cc3ccccc3)C2)cc1 (stereo not drawn)
    7 | -0.6% | 1 | -1 | 1 | 0% | -4 | 0% | -1%
- Nc1ccc(-c2nc3cc(N)ccc3n2CCO)cc1
    27 | 18% | 3 | -7 | -3 | 12% | -15 | 0% | -2%
- O=C1C2=C(NC(=S)NC2c2ccc(Cl)cc2)NC(c2ccc(Cl)cc2)N1c1ccc(Cl)cc1 (stereo not drawn)
    -24 | -0.3% | 9 | 7 | 32 | . | -1 | -15% | -16%
- Cc1ccnc(NC(=O)c2ccc3[nH]c(=O)c(=O)[nH]c3c2)c1
    11 | 5.5% | 0 | 7 | -21 | -4% | 1 | 3% | -4%
- Cc1ccc(-c2csc(N3CCN(c4cc5c(cc4Cl)nc(C)n5CCN4CCCCC4)CC3)n2)cc1
    . | 2.1% | 1 | -11 | -39* | -4% | -4 | 3% | -1%
- CCC(C)(C)n1nnnc1C(c1cccs1)N1CCN(c2nc3ccccc3s2)CC1 (stereo not drawn)
    2 | -0.1% | 4 | -2 | -10 | -2% | 1 | -3% | -4%
- COCC(=O)NC1CCN(S(=O)(=O)c2ccc(C(=O)O)cc2)CC1
    -4 | -0.8% | 4 | -2 | -2 | 4% | 2 | -1% | -4%
- O=C(C1CC1)N1CCN(c2nc3ccccc3s2)CC1
    3 | -1.7% | 1 | -1 | 7 | -1% | 6 | -2% | 2%
- O=c1[nH]c(NC2CCCCC2)nnc1Cc1ccccc1
    -6 | -0.6% | 1 | 1 | 6 | . | 3 | 0% | -2%
- CCN(C(=O)c1cn(C)c(=O)c2cc(OC)c(OC)cc12)c1cc(OC)ccc1OC
    -4 | 0.6% | 0 | 4 | -1 | 3% | 11 | 0% | -2%
- Cc1cccc(-c2noc(CN(C(=O)COc3ccc(C(C)C)cc3)C(C)C)n2)c1
    . | -0.2% | 17 | -2 | 0 | 1% | 7 | 6% | -1%
- N#C/C(=C\c1ccc(N2CCOCC2)o1)C(=O)NC1CCCCC1
    -28 | -5.4% | 69* | -4 | -3 | ? | . | ? | 2%
- O=C(N/N=C/c1cccc(Oc2ccccc2)c1)c1cc[n+]([O-])cc1
    -6 | -1.6% | -2 | 0 | 21 | 10% | 4 | 2% | -2%
- COc1ccc(OCCOC(=O)CCS(=O)(=O)c2ccc(C)cc2)cc1
    5 | 2.4% | 7 | -4 | -3 | -16% | -6 | 2% | -1%
- O=c1nc(-c2ccccc2)c2cc(Br)ccc2[nH]1
    12 | 8.1% | -4 | -3 | -15 | 0% | 15 | -1% | -5%
